proKLK7 act: activates the human kallikrein-7 zymogen; P49862; activation, % at 7 µM; AID 652039; 370,000 compounds, 0.9% hits; purified proKLK7, EDANS-DABCYL substrate fluorescence; 100% is mature enzyme control, 0% vehicle;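 active = activation above the mean of all tested compounds plus 3 SD, computed per campaign excluding outliers beyond control limits, cut at about 13% in these data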
UHRF1 MBD2 ctr: human UHRF1 methylated DNA binding inhibitors; Q96T88; UHRF1 binding to methylated oligo, TR-FRET; inhibition, % at 4.4 µM; 370,000 compounds, 0.75% hits; AID 687016; in the data active = inhibition above about 21%;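 also: UHRF1 SRA domain binding a hemimethylated CpG hairpin DNA probe; 0% = median of test compound wells and 100% = reference inhibitor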
Tn6 DDE FP: DD(E)-Tn6 binding inhibition, primary FP screen; inhibition, % at 8.3 µM; 370,000 compounds, 0.21% hits; AID 720509; Fibrin DD(E) TRITC-Tn6 fluorescence polarization displacement; P02675;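 active = inhibition above a per-campaign cutoff: mean of compounds within control limits plus 3 SD, cut at about 15% in these data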;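 also: 0% = median of all compound wells on the plate and 100% = blocking peptide control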
Tn7 DDE FP: DD(E)-Tn7 binding inhibition, primary FP screen | FP displacement of FITC-Tn7 peptide from fibrin DD(E); 0% = median of compound wells per plate | inhibition, % at 8.3 µM | 370,000 compounds, 0.13% hits | AID 720508;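 active = inhibition above the mean of compounds falling within the control limits plus 3 SD of them, cut at about 14% in these data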;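 also: 0% = plate median of compound wells and 100% = 10 µM Aha-Tn7 peptide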
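Assay system: Human clot-derived fibrin DD(E) complex | Buffer or medium: Tris/NaCl/CaCl2 buffer, pH 7.8 | Repeats: One replicate per compound | Benchmarks: Aha-Tn7 high control | Measure: % inhibition scaled between sample-field median and high-control FP | Schedule: 10 min plus 3 h, room temperature | Signal: Fluorescence polarization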
PLC-gamma1 inh: blocks human PLC-gamma1 enzyme activity. P19174. purified PLC-gamma1, fluorogenic substrate, fluorescence. inhibition, % at 12.2 µM. 370,000 compounds, 0.84% hits; in the data active = inhibition above about 9.5%
PLCb3 inh: inhibitors of human phospholipase C beta3. 370,000 compounds, 0.18% hits. Purified PLC-beta3, fluorogenic substrate, fluorescence. Q01970. inhibition, % at 12.2 µM. AID 720704; in the data active = inhibition above about 11%;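 also: 0% = median of compound wells on plate and 100% = full blocker control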
Target sequence (Q01970 whole entry, looked up): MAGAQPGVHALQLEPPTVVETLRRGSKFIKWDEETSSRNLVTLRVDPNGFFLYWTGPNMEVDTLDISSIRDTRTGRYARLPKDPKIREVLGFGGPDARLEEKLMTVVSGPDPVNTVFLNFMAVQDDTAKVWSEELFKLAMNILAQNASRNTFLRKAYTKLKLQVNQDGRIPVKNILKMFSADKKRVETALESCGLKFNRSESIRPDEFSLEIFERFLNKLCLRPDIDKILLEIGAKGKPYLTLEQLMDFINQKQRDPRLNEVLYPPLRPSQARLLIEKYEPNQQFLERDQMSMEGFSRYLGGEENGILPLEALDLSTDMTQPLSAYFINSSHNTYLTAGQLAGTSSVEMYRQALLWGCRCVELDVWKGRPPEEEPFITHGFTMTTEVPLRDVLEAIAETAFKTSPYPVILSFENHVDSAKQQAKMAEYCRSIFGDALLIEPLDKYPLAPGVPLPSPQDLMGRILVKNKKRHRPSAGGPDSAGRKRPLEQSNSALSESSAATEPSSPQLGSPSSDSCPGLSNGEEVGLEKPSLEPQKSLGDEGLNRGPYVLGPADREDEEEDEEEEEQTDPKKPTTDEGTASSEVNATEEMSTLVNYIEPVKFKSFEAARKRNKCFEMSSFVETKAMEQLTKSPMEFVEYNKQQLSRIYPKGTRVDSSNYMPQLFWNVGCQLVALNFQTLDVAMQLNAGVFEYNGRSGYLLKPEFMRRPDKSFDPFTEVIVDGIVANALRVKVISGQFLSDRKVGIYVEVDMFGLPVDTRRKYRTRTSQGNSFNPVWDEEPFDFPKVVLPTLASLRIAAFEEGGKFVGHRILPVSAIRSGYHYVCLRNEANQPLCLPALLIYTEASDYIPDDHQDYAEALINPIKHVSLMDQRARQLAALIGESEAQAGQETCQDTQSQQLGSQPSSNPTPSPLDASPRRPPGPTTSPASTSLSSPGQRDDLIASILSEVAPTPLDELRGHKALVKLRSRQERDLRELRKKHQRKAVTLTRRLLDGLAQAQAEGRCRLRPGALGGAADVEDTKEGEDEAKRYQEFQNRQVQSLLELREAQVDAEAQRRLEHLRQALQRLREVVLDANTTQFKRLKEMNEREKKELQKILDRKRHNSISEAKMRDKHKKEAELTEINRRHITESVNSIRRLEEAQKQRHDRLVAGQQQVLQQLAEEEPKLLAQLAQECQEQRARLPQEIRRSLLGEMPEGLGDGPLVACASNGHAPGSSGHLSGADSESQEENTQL
sPLA2-III inh: Inhibits HGIII-sPLA2 liposome hydrolysis, primary screen; inhibition, % at 12.2 µM; 370,000 compounds, 0.56% hits; QFRET BODIPY PC-A2 liposome hydrolysis, fluorescence; Q9NZ20;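 active = inhibition above mean plus 3 SD of compounds lying within the high and low control bounds, cut at about 19% in these data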;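 also: 0% = median of test compound wells and 100% = no enzyme DMSO wells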
ARFGAP1 inh: inhibitors of rat ARFGAP1; Q62848; Arfgap1-stimulated ARF1 GTP hydrolysis, GDP FP detection; inhibition, % at 16.5 µM; 360,000 compounds, 0.26% hits;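 active = inhibition above a per-plate limit, mean inhibition of low control wells plus 3 SD, cut at about 25% in these data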;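 also: 0% = DMSO wells with enzyme and 100% = wells lacking Arfgap1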
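Material: truncated rat Arfgap1 GAP domain; Incubation: compound-enzyme preincubation 20 min, reaction 120 min, detection 60 min, 25 °C; Read-out: percent inhibition of Arfgap1-stimulated GTP hydrolysis; Technique: FP, GDP Alexa 633 tracer displaced from anti-GDP antibody, 620/688 nm; Controls: No-Arfgap1 wells (100%) versus DMSO full-reaction wells (0%); Replication: single well per compound.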
ASAP1 inh: blocks human ASAP1-stimulated Arf1 GTP hydrolysis. Q9ULH1. GDP FP detection. inhibition, % at 16.5 µM. 360,000 compounds, 0.19% hits. AID 624377; in the data active = inhibition above about 25%;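 also: 0% = vehicle with enzyme and substrate and 100% = no enzyme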
NR1D1 modulator: modulates human Rev-erb alpha binding to DNA; P20393; Rev-erbα–FITC-DNA binding, fluorescence polarization, 90 min; activity, % at 10 µM; 370,000 compounds, 0.79% hits; AID 1259318;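 active = activity above about 14%, limit read from the data; passing the limit was not always enough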;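 also: 0% = DMSO wells with 35 nM protein and 100% = DMSO wells with 750 nM protein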
An asterisk follows results filed as active; i = inactive; · = not tested or not shown. Outcome played no part in choosing rows; any-hit rate near 4.5%.

SMILES	proKLK7 act	UHRF1 MBD2 ctr	Tn6 DDE FP	Tn7 DDE FP	PLC-gamma1 inh	PLCb3 inh	sPLA2-III inh	ARFGAP1 inh	ASAP1 inh	NR1D1 modulator
O=C(O)c1c2c(nc3ccc(S(=O)(=O)N4CCC(C(=O)NCc5ccccc5Cl)CC4)cc13)CCCC2	-1.5	4	-6	-1	-22	-39	-3	-3	-1	0
O=C(c1cccnc1)N1CCN(Cc2ccccc2Br)CC1	-0.2	3	-4	-9	5	2	1	-6	1	0
CC(C)NC(=O)c1cc(-n2cnnc2)ccc1Cl	0.2	11	1	3	2	3	0	-14	-3	-2
CCOC(=O)CN1C(=O)N[C@@H](c2cccs2)C(C(C)=O)=C1C	-0.8	-3	-3	4	0	-2	5	7	4	2
N#CC(=C1CCCC1)c1nc(-c2ccccc2)cs1	-0.3	0	0	0	-5	-5	-4	-7	2	2
CCC(C)(C)NC(=O)CN(Cc1ccc2c(c1)OCO2)C(=O)CCC(=O)Nc1ccccn1	-0.6	1	-6	-2	1	1	-4	-9	-20	27*
CCCCOc1ccc(C2/C(=C(\O)c3ccc4c(c3)OCCO4)C(=O)C(=O)N2CCCN2CCOCC2)cc1 (stereo unspecified)	0.1	0	-1	1	-6	-24	-11	3	-9	7
COc1ccc(C(=O)NC(=S)NNC(=O)c2cccnc2)cc1	0.4	-4	11	7	2	-4	8	-9	-5	0
CCOc1ccccc1NC(=O)c1cc(=O)c2ccccc2o1	0.0	-1	2	8	3	1	2	-12	6	21
COc1cc(C(=O)NNC(=O)COc2ccc(Br)cc2)ccc1OCC(=O)N1CCOCC1	1.6	1	7	-4	6	-3	3	13	3	2

One compound at a time, as listed above. Order of values: proKLK7 act | UHRF1 MBD2 ctr | Tn6 DDE FP | Tn7 DDE FP | PLC-gamma1 inh | PLCb3 inh | sPLA2-III inh | ARFGAP1 inh | ASAP1 inh | NR1D1 modulator
`N#CC(=C1CCCC1)c1nc(-c2ccccc2)cs1` in the list: -0.3 | 0 | 0 | 0 | -5 | -5 | -4 | -7 | 2 | 2
`CCOC(=O)CN1C(=O)N[C@@H](c2cccs2)C(C(C)=O)=C1C` in the list: -0.8 | -3 | -3 | 4 | 0 | -2 | 5 | 7 | 4 | 2

The list continues.
SMILES	proKLK7 act	UHRF1 MBD2 ctr	Tn6 DDE FP	Tn7 DDE FP	PLC-gamma1 inh	PLCb3 inh	sPLA2-III inh	ARFGAP1 inh	ASAP1 inh	NR1D1 modulator
Cc1cc(C(=O)CSc2nc3ccccc3c(=O)n2C)c(C)n1Cc1ccc2c(c1)OCO2	0.7	3	-5	-3	-4	2	8	-2	4	42*
O=C(Nc1nc2ccccc2s1)C1c2ccccc2Oc2ccccc21	-0.3	-4	-3	1	1	2	-23	7	19	4
CCc1cc(C(c2ccc(F)cc2)N2CCOCC2)c(NC(=O)c2ccccc2)s1 (stereo unspecified)	0.6	0	0	-6	-17	-19	-2	3	-2	-1
CN(C)/C=C1/Nc2ccccc2C1=O	-0.4	1	5	-7	-10	-8	5	5	13	6
CCn1c2ccccc2c2cc(/C=N/NC(=O)c3ccc(O)cc3)ccc21	-15	2	4	1	-354	-414	-13	15	3	4
COCCn1c(C)cc(C(=O)COC(=O)c2ccc(N3CCCC3=O)cc2)c1C	0.2	2	-1	-9	5	0	1	7	16	0
COc1ccc(CNCC(=O)Nc2cccc(S(N)(=O)=O)c2)cc1	-0.1	2	2	7	0	-2	3	1	-5	-4
COc1ccc(C/C(=N\O)c2ccc(OC)cc2)cc1	0.1	3	4	-2	-5	-1	-19	2	0	-2
OC1=C(O)c2nc3cc(F)ccc3nc21	0.6	1	-1	-4	-5	-10	-6	3	2	0
Cc1cc(Nc2cc(C)on2)n2ncnc2n1	0.2	0	-1	12	4	10	7	8	-2	0

Random excerpt: 2 entries already listed
SMILES	proKLK7 act	UHRF1 MBD2 ctr	Tn6 DDE FP	Tn7 DDE FP	PLC-gamma1 inh	PLCb3 inh	sPLA2-III inh	ARFGAP1 inh	ASAP1 inh	NR1D1 modulator
COCCn1c(C)cc(C(=O)COC(=O)c2ccc(N3CCCC3=O)cc2)c1C	0.2	2	-1	-9	5	0	1	7	16	0
OC1=C(O)c2nc3cc(F)ccc3nc21	0.6	1	-1	-4	-5	-10	-6	3	2	0

The listing continues.
SMILES	proKLK7 act	UHRF1 MBD2 ctr	Tn6 DDE FP	Tn7 DDE FP	PLC-gamma1 inh	PLCb3 inh	sPLA2-III inh	ARFGAP1 inh	ASAP1 inh	NR1D1 modulator
Cc1ccnc(NC(=O)c2cccc(S(=O)(=O)N3CCCc4ccccc43)c2)c1	0.1	1	-3	-2	4	-5	-5	2	-1	-4
COc1ccccc1NC(=O)CSc1nnnn1Cc1ccccc1	0.2	5	0	7	2	-5	10	3	-5	-2
Cc1cccc(NC(=O)c2ccc(N3C(=O)C4C5C=CC(C6CC56)C4C3=O)cc2)c1 (stereo unspecified)	0.5	-2	0	1	0	-2	-4	-3	-10	5
O=C(Nc1ccc(S(=O)(=O)N2CCCCCC2)cc1)c1[nH]ncc1[N+](=O)[O-]	-0.4	-1	-10	-8	-1	-4	-38	5	-2	-2
CCn1c(=O)c2c(nc(SCC(=O)N3CCC(C)CC3)n2C)n(C)c1=O	0.1	5	4	-4	1	-1	3	6	-15	1
O=[N+]([O-])c1ccc(C(O)CN2CCN(C/C=C/c3ccccc3)CC2)cc1 (stereo unspecified)	0.1	-1	-2	5	1	-2	-4	-5	-8	-1
COc1ccc(Cl)cc1NC(=O)CN(C)C(=O)c1n[nH]c2ccccc12	0.1	5	2	2	0	-4	-4	7	-5	-1
S=C(NCc1ccccn1)Nc1cccc(Cl)c1	0.0	-4	3	6	-1	-6	5	6	2	-2
Cc1ccc(C2=NN(CC(=O)O)C(=O)CC2)cc1	-0.7	2	-1	-2	-2	-8	5	-2	-2	6
CCN(CC(=O)NC(C)(C)C)C(=O)c1cccc(S(=O)(=O)N2CC3(C)CC2CC(C)(C)C3)c1 (stereo unspecified)	-0.6	1	3	8	1	4	6	-7	-7	-3
COc1cc(CNC[C@H]2O[C@@H](n3ccc(N)nc3=O)[C@H](O)[C@@H]2O)ccc1OCc1ccc(C)cc1	0.5	-2	-10	5	0	-2	3	-4	-7	0
O=C(CNCc1ccc(Cl)cc1)Nc1ccc2c(c1)OCCO2	-0.4	5	-1	-1	10*	1	6	-1	16	-1
CCCC(=O)N1CCCC(c2nc(-c3cccs3)no2)C1 (stereo unspecified)	-0.5	-1	-2	-4	5	2	5	7	-7	-4
CN(C)C(=S)Nc1cccc(F)c1	-0.5	3	5	-4	-4	-6	7	11	-7	-1
CC(=O)c1ccc(OCC(=O)OCC(=O)N(CC(C)C)c2c(N)n(Cc3ccccc3)c(=O)[nH]c2=O)cc1	-0.3	1	2	-3	-1	0	7	-17	1	5
COc1ccc2cc(C3=CCCCC3)ncc2c1	19*	-2	-2	1	-351	i	1	7	5	1
CCC(CCCO)CCC[C@H](C)CCC1OCCO1 (stereo partly specified)	1.2	-4	-10	-2	1	5	-1	-3	9	5
CC1=NN(C(N)=S)C(=O)C1N=Nc1ccccc1C (stereo unspecified)	0.2	-40	-6	-6	7	3	-9	5	-6	17
CCCC(CCC)c1nc2ccncc2[nH]1	-1.0	1	3	-6	1	4	-1	6	-6	0
Cc1csc(NC(C)c2nc3cc(C(F)(F)F)ccc3n2CCOCCO)n1 (stereo unspecified)	0.2	-3	7	3	1	-2	6	13	3	-2
COc1ccc(Cn2cc(F)c(=O)n(C)c2=O)cc1[N+](=O)[O-]	0.4	-1	0	1	4	-6	-5	-8	3	-6
O=Cc1cn(CC(=O)NCC2CCCO2)c2ccccc12 (stereo unspecified)	0.4	7	3	2	5	6	4	-17	2	2
CC(C)Cn1c(N)c(C(=O)COC(=O)c2cccc(Cl)c2)c(=O)n(C)c1=O	-0.5	2	1	3	0	-9	-26	1	-3	2
O=C(O)CCC(=O)NN1C(=O)c2ccccc2NC1c1ccc(F)cc1 (stereo unspecified)	17*	1	5	5	-334	-459	10	-4	-8	-9
S=C(NCc1ccccn1)Nc1ccccc1	0.1	0	3	2	3	2	0	-8	-7	0
Cc1nnc(SCC(=O)NCc2ccccc2Cl)n(N)c1=O	0.4	-2	-1	-6	3	4	-7	1	20	0
C(=N\n1cnnc1)/c1ccc(OCc2ccccc2)cc1	0.9	-2	2	5	-1	3	-5	7	6	4
Cc1ccc(NC(=O)COC(=O)CCc2nc3ccccc3c(=O)[nH]2)cc1Cl	0.5	-2	6	2	0	-7	-1	8	3	0
COc1ccc(/C=C2/C(=O)OCc3cc(OC)c(OC)cc32)cc1	0.7	5	-3	1	3	0	9	7	10	1
O=C(CN1CCN(S(=O)(=O)c2ccc3ccccc3c2)CC1)NC(=O)NC1CCCCC1	0.9	1	-1	0	-1	-2	-40	-3	2	-3
Cc1ccc(/C=N\Nc2nc3ccc(Cl)cc3[nH]2)o1	0.3	1	-9	-13	-15	-25	6	21	-9	0
Cc1nc2nc[nH]n2c(=O)c1NS(=O)(=O)c1ccc([N+](=O)[O-])cc1	0.7	-3	5	11	-2	2	3	-2	-4	-4
COc1ccc2c(Cl)c(C(=O)NCCCn3ccnc3)sc2c1	0.4	-3	-4	-3	2	4	-8	3	14	-1
CCCCc1c(O)nc2sc3cc(OC)ccc3n2c1=O	0.7	3	5	-8	4	3	1	-1	5	0
N#Cc1ccc(/C=C2\CC3(OC(=O)C4CCCCC4)CCCN2C3)cc1 (stereo unspecified)	0.3	-2	0	-3	-4	-6	-6	·	·	1
O=C(NC1CCCCN(Cc2cccc(C(F)(F)F)c2)C1=O)c1ccc(F)cc1 (stereo unspecified)	0.1	0	-4	-3	0	-3	-2	·	·	-1
O=C1NCCN1CCNc1nc(NCc2ccccc2)nc2ccsc12	0.4	6	1	4	4	1	14	11	13	4
COCCn1c(=N)c(C(=O)NCc2ccco2)cc2c(=O)n3ccccc3nc21	7.0	-6	7	5	-280	-356	5	5	9	-6
COc1ccc(-n2cc(C(=O)O)c3ccccc3c2=O)cc1	-0.3	1	1	-4	0	-2	4	-4	2	-1
C[C@H]1CN([C@@H](C)CO)C(=O)CCCn2cc(nn2)CO[C@@H]1CN(C)C(=O)Nc1cccc2ccccc12	-2.1	-1	-4	12	-26	-41	8	-1	-2	6
O=C1C2C3C=CC(C3)C2C(=O)N1c1ccc2ccccc2c1 (stereo unspecified)	0.0	-3	-1	4	1	-3	-1	-5	-1	1
CC(C)NC(=O)N(C)C[C@H]1Oc2ccc(NC(=O)NC3CCCCC3)cc2C(=O)N([C@H](C)CO)C[C@@H]1C	0.5	7	-7	1	4	-2	10	9	7	0
CC(=O)C1=C(C)N(Cc2ccco2)C(=O)C1(NC(=O)C1CCCCC1)C(F)(F)F (stereo unspecified)	-0.6	-1	-9	-2	-3	-13	-1	-2	-10	-2
Cc1ccc2nc(Nc3ccc(C)c(Cl)c3)c3nncn3c2c1	0.0	0	2	1	-4	-19	-3	-3	5	-1
O=C(O)/C=C\C(=O)Nc1ccc(Oc2ccccc2)cc1	0.1	-2	8	-1	-2	-1	0	8	-9	0
